# High-throughput results: PubChem BioAssay, National Center for Advancing Translational Sciences (NCATS)
# BRCA1 expr up – qHTS Assay to Identify Small Molecule Activators of BRCA1 Expression; AID 624202, 2012; Potency, µM (series often up to 46.1 µM), for the others: top-dose activation, most hits filed as activators; MCF7-BRCA1-FFLuc reporter, luminescence, 48 h; response scale: scaled: vehicle 0%, 10 µM genistein 100%; actives 1.1% (n = 380,000); further: potency means the concentration at half of the fitted maximal effect; nearly all actives have a fitted effect of over 80% in size; some results filed as inactive show a strong effect at the top dose
#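 Cells: MCF7-BRCA1-FFLuc, 2000/well. Exposure: 48 h, 37 °C, 5% CO2. Read: luminescence, 15 min post-substrate. Controls: genistein 10 microM (maximal activation), DMSO (neutral).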
# ELG1 genotoxic – qHTS screen for small molecules that induce genotoxicity in human embryonic kidney (HEK293T) cells expressing luciferase-tagged ELG1; Potency, µM (highest dose often 46 µM), for the others: at the highest dose activity change, positive = activation, usual class: activators; actives 1.3% (n = 330,000); AID 504466, 2011; HEK293T ELG1-luciferase reporter, luminescence, 16 h; further: potency means the concentration at half of the fitted maximal effect; % of control where 0% means no effect; nearly all actives have a fitted effect of over 60% in size
#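 Reporter readout depends on ELG1 protein level, which increases with genetic stress. After 16 hr compound exposure at 37 °C, luciferase activity was quantified using ONE-Glo.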
# Rab9 promoter act – qHTS Assay for Rab9 Promoter Activators; Huh7 Rab9 promoter-luciferase reporter, luminescence, 24 h; Potency, µM (highest dose often 9.22 µM), without a hit: top-dose activation, negative = inhibition, hits mostly activators; actives 2.8% (n = 320,000); AID 485297, 2010; further: potency means the concentration at half of the fitted maximal effect; % of control where 0% means no effect; nearly all actives have a fitted effect of over 60% in size
#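 Quantitative HTS format; Huh7 Rab9-luciferase reporter cells (1500/well) receive compound 2 h post-plating, incubate 24 h at 37 °C, then get luciferase reagent for 10 min before luminescence reading.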
# NPC1 prom act – qHTS Assay for NPC1 Promoter Activators; Huh7 NPC1 promoter luciferase reporter, 24 h; Potency, µM (doses to about 9.22 µM), without a hit: at the highest dose activation, most hits filed as activators; actives 2.4% (n = 320,000); AID 485313, 2010;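 further: potency means the concentration at half of the fitted maximal effect; % of control where 0% means no effect; nearly all actives have a fitted effect of over 60% in size; reporter is driven by a mutant NPC1 promoter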
#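 Luminescence read-out of NPC1 promoter-driven luciferase in stably transfected Huh7 cells; compounds delivered in DMSO and left 24 h at 37C, 5% CO2, qHTS titration format.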
# TRPV1 agonist – HTS Assay for Compounds that Act as Agonists of the Vanilloid Receptor 1; Transient receptor potential cation channel subfamily V member 1 (Homo sapiens), Q8NER1; TRPV1-expressing cells, Fluo-8 calcium influx, agonist mode; activation, % at 8.33 µM; actives 0.19% (n = 320,000); AID 540275, 2011; in the data active means activation above about 80%; inconclusive means between about 30% and that limit; further: 0% is about no effect
#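 Cells expressing TRPV1 were dye-loaded with Fluo-8 and read kinetically: 10 s baseline, 3 min after compound (agonist portion), then 2 min after EC20 capsaicin (allosteric enhancer portion). Calcium-bound dye fluorescence at 480/520 nm.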
# p53 reactivation – qHTS assay for re-activators of p53 using a Luc reporter | H1299 p53-A138V BP100-luciferase reporter, luminescence, 24 h | Potency, µM (doses to about 92.2 µM), without a hit: at the top dose activity change, positive = activation, actives largely listed as activators | actives 0.063% (n = 320,000); further: potency means the concentration at half of the fitted maximal effect; % of control where 0% means no effect; nearly all actives have a fitted effect of over 45% in size
#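 p53-null H1299 cells stably carrying temperature-sensitive p53-A138V and a BP100-luciferase reporter were pinned with compounds (4-point, 1:5 series) and held 24 hrs at 37 deg C. Luminescence was read 10 min after detection reagent.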
# VP16 counter – VP16 counterscreen qHTS for inhibitors of ROR gamma transcriptional activity; Drosophila S2 Gal4-VP16 UAS-luciferase, luminescence, 20 h; Potency, µM (titrated, usually from 53.6 µM), for the others: top-dose activity, negative = inhibition, hits mostly inhibitors; actives 3.5% (n = 310,000);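 further: Gal4-VP16 expression switched on by copper sulfate through the metallothionein promoter; potency means the concentration at half of the fitted maximal effect; on the % scale 0 is the no-effect control and ±100 the full control effect; nearly all actives have a fitted effect of over 50% in size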
# Tb PFK inh – qHTS Assay to Find Inhibitors of T. brucei phosphofructokinase; T. brucei PFK, ADP-Glo luminescence; ATP-dependent 6-phosphofructokinase (Trypanosoma brucei brucei), O15648; Potency, µM (top dose mostly 57.5 µM), without a hit: top-dose activity, negative = inhibition, usual class: inhibitors; actives 0.17% (n = 330,000);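 further: potency means the concentration at half of the fitted maximal effect; 0% = uninhibited 1x PFK enzyme wells and -100% = no-enzyme wells; nearly all actives have a fitted effect of over 60% in size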
# Target sequence (O15648 whole entry, looked up): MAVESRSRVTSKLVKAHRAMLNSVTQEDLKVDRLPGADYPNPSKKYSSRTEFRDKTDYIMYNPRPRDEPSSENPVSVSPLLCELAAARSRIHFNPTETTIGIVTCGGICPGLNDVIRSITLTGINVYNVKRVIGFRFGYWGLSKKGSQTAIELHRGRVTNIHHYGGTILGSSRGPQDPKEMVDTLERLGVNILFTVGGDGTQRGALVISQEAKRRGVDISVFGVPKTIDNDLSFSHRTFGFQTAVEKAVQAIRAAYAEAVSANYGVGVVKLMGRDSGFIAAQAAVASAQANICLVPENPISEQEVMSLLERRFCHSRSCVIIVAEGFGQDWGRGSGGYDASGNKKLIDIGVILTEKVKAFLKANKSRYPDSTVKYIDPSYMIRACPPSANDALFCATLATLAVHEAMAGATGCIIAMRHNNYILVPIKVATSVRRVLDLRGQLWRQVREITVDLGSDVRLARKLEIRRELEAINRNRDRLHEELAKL
#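 PFK 1.25 nM, F6P 0.5 mM, ATP 0.1 mM, 0.1 M TEA pH 8.0, 5 mM MgCl2, 0.01% Tween20, 0.1% BSA; 45 min RT. ADP-Glo readout. qHTS titration up to 57 uM; curves fitted, compounds curve-classed.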
# ELG1 DNA repair – qHTS screen for small molecules that inhibit ELG1-dependent DNA repair in human embryonic kidney (HEK293T) cells expressing luciferase-tagged ELG1. HEK293T ELG1-luciferase reporter, luminescence, 16 h; DNA damage induced by 5-fluorouridine. actives 2.3% (n = 330,000). AID 504467, 2011. Potency, µM (highest dose often 46.1 µM), without a hit: at the highest dose activity change, negative = inhibition, hits mostly inhibitors; further: potency means the concentration at half of the fitted maximal effect; on the % scale 0 is the no-effect control and ±100 the full control effect; nearly all actives have a fitted effect of over 55% in size
#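 HEK293T cells expressing luciferase-tagged ELG1 (2,000/well) received 5-Fluorouridine plus compound or DMSO for 16 hr at 37 °C. Luciferase was read by ONE-Glo luminescence after 30 min at room temperature.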
# RORg inh – qHTS for inhibitors of ROR gamma transcriptional activity. actives 5.4% (n = 310,000). Potency, µM (highest dose often 53.6 µM), for the others: at the top dose activity change, negative = inhibition, actives largely listed as inhibitors. Drosophila S2 Gal4-RORgamma UAS-luciferase reporter, 20 h. Nuclear receptor ROR-gamma (Mus musculus), P51450; further: potency means the concentration at half of the fitted maximal effect; on the % scale 0 is the no-effect control and ±100 the full control effect; nearly all actives have a fitted effect of over 60% in size
#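 Luminescence from a UAS-regulated Photinus luciferase reporter in stably transfected Drosophila Schneider cells is measured; decreased signal marks ROR gamma inhibition. Fusion expression is induced by 700 uM copper sulfate for 20 hr.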
# FLuc counter – qHTS profiling assay for firefly luciferase inhibitor/activator using purifed enzyme and Km concentrations of substrates (counterscreen for miR-21 project); Luciferin 4-monooxygenase (Photinus pyralis), P08659; purified FLuc, Km substrates, luminescence inhibition; Potency, µM (doses to about 57.5 µM), for inactives: at the top dose activity change, negative = inhibition, actives largely listed as inhibitors; actives 6.9% (n = 360,000);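 further: potency means the concentration at half of the fitted maximal effect; plate controls were vehicle for no effect and reference inhibitor for full effect; nearly all actives have a fitted effect of over 55% in size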
# Target sequence (P08659 whole entry, looked up): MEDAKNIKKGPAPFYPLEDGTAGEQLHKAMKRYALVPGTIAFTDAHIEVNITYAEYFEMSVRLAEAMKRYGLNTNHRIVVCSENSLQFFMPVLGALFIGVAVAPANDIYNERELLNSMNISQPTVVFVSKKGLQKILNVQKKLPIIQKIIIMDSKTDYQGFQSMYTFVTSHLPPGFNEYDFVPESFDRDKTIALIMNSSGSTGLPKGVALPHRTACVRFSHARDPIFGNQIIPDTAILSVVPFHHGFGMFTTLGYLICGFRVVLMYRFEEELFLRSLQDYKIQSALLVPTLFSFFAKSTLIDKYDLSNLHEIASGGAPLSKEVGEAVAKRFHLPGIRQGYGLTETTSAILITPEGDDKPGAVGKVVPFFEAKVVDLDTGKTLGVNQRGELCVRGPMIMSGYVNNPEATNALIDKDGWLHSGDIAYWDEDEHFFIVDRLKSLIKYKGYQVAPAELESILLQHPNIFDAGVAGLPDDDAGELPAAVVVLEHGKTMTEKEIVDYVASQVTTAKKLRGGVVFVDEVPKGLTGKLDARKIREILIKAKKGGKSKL
#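 Purified P. pyralis luciferase (10nM final) with 10uM D-luciferin and 10uM ATP (Km levels) in 50mM Tris acetate pH 7.5, 10mM Mg acetate, 0.01% Tween-20, 0.05% BSA; qHTS 6-point titration, ~60 µM downward; luminescence read.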
# Starred values were filed as active, the others as inactive; ? = inconclusive; · = no result given; & = joins results of further samples; [ ] = another dose, or the depositor's remark. Unless noted, the call rests on the fitted dose curve; in most records, active means well fitted curve in the direction sought with a large enough effect; inconclusive means small, poorly fitted or top-dose-only effect, or another doubt; inactive means no such curve, though single readings can be large; an effect the other way counts as inactive or inconclusive.
SMILES,BRCA1 expr up,ELG1 genotoxic,Rab9 promoter act,NPC1 prom act,TRPV1 agonist,p53 reactivation,VP16 counter,Tb PFK inh,ELG1 DNA repair,RORg inh,FLuc counter
N#CCSc1nc2c(c(=O)n1Cc1ccccc1)C1(CCCC1)Cc1ccccc1-2,-10%,-2%,3%,2%,-1,3%,3%,-3%,-16%,30%,0%
COC(=O)c1ccc2c(=O)n(CCCCCC(=O)NC(C)C)c(=O)[nH]c2c1,4%,-3%,19%,-2%,-2,5%,4%,-3%,15%,6%,6%&0%
CCOc1cc2nc(-c3ccc(OC)c(OC)c3)nc(N3CCOCC3)c2cc1OC,-89%,-10%,1%,-1%,-1,-14%,-10%,5%,?,16%,-10%
Cc1ccccc1C(=O)Nc1ccc(C(=O)N/N=C/c2ccccn2)cc1,18%,0%,0%,-3%,3,5%,-10%,-1%,-5%,-13%,-4%
Cc1cccc(NC(=O)CNC(=O)CNC(=O)Cc2ccccc2)c1,-7%,-7%,-4%,-1%,-3,10%,1%,-10%,-3%,0%,5%
CN(C)S(=O)(=O)c1cccc(C(=O)Nc2ccccc2C(=O)NC2CC2)c1,-11%,0%,·,·,·,-4%,·,2%,?,·,·
COc1ccc(C(=O)N2CCN(Cc3cc(OC)c(O)c(OC)c3)CC2)cc1OC,0%,5%,13%,-1%,0,19%,1%,-9%,-3%,-1%,-3%
O=C1CCN(Cc2ccc([N+](=O)[O-])cc2)CCN1[C@H](CO)Cc1ccccc1,0%,3%,0%,-3%,2,·,-20%,3%,?,37%,-1%
Cc1c(C(=O)O)sc(=S)n1-c1ccccc1,0%,0%,9%,0%,1,-6%,-3%,0%,4%,-14%,2%
Cc1cc(/C(N)=N/OC(=O)c2ccccc2Cl)no1,?,?,0.5µM*,1.1µM*,·,-2%,?,-12%,?,?,1.7µM*
COCCn1nnnc1C(c1cc2ccc(OC)cc2[nH]c1=O)N1CCc2ccccc2C1 (centres undefined),-7%,2%,1%,-2%,0,-2%,6%,2%,12%,-19%,-3%
CCCn1cc(S(=O)(=O)CC(=O)N2CCc3ccccc32)c2ccccc21,17%,-13%,-2%,-2%,9,-19%,·,-1%,?,-4%[0.365 µM],0%
O=C(Cn1nnc(-c2ccccc2Cl)n1)NCc1ccc2c(c1)OCO2,-5%,1%,-6%,1%,19,-3%,3%,5%,-3%,4%,7%
O=C(O)c1ccc(N2CCS(=O)(=O)CC2)cc1,-7%,-1%,0%,0%,-1,-1%,-6%,-4%,-1%,-9%,-1%
COCCCNC(=O)c1ccc(CN2CCc3ccccc3C2)cc1,-5%,-3%,-4%,1%,0,-1%,6%,-6%,-7%,8%,3%
COc1cc(NC(=O)COC(=O)/C=C/c2ccc(O)c(OC)c2)cc(OC)c1,-5%,-2%,-7%,-2%,18,-3%,5%,3%,?,26%,2%
O=C(C1=C[C@H](c2coc3ccccc3c2=O)C[C@H](OCc2ccc(CO)cc2)O1)N1CCN(Cc2ccc3c(c2)OCO3)CC1,-4%,-11%,-3%,-4%,8,-4%,-28%,-7%,13µM*,0%,0%
Cc1cccc(C(C(=O)NC2CCCC2)N(C(=O)c2csnn2)C2CCCC2)c1 (centres undefined),-19%,-1%,0%,-6%,15,-5%,10%,2%,4%,-22%,3%
O=c1[nH]c2cc(NCCO)c([N+](=O)[O-])cc2[nH]1,-10%,-1%,-9%,0%,0,1%,-2%,-4%,1%,-7%,-11%
C#CCOCCOCCOCCNc1nc(N2CCN(C(=O)CCCCCCCCCCNC(=O)[C@@H](CCSC)n3cc(CCO)nn3)CC2)nc(N2CCN(C(=O)CCCCCCCCCCNC(=O)[C@H](CCSC)n3cc(CCO)nn3)CC2)n1,0%,3%,0%,6%,9,-9%,·,0%,-4%,·,-3%
COCC(C)NC(=O)CSc1nc2nn(-c3ccccc3)c(=O)c-2c2n1CCCCC2 (centres undefined),-11%,-2%,0%,-2%,-3,0%,-2%,-6%,2%,2%,1%
CCC(=O)N1CCc2cc(Br)cc(S(=O)(=O)CCC(=O)N(C)c3cccc(C)c3)c21,·,·,-1%,5%,2,·,·,-10%,·,·,3%
NC(=O)c1ccsc1NC(=O)COC(=O)Cc1n[nH]c(=O)c2ccccc12,5%,-3%,-1%,7%,-2,-2%,·,8%,15%,·,2%
O=C(C1=C[C@@H](c2ccc(C(F)(F)F)cc2)C[C@@H](OCc2ccc(CO)cc2)O1)N1CCN(Cc2ccccc2)CC1,0%,-9%,1%,-1%,?,4%,-9%,3%,-8%,?,1%
COc1ccccc1N1CCN(C(=O)CCCCCn2c(=O)[nH]c3ccsc3c2=O)CC1,-14%,-9%,3%,-5%,2,4%,5%,2%,?,41%,5%
# (list continues)
SMILES,BRCA1 expr up,ELG1 genotoxic,Rab9 promoter act,NPC1 prom act,TRPV1 agonist,p53 reactivation,VP16 counter,Tb PFK inh,ELG1 DNA repair,RORg inh,FLuc counter
O=C(NC1CCCCC1)N(C1=NCCCCC1)c1ccc(Br)cc1,58%,11%,15%,11%,-3,?,27%,6%,?,11%,-17%
CCCCn1c(SCC(=O)NC2CC2)nc2ccccc2c1=O,0%,13%,6%,1%,10,7%,-12%,0%,?,-2%,5%
COc1ccc(NC(=O)c2cccc(NC(=O)c3ccco3)c2)c(OC)c1,-3%,-18%,12%,1%,1,-4%,-3%,3%,18µM*,30%,?
CC1CCCC(NC(=O)Cn2cc3c(n2)CCCCC3)C1C (centres undefined),4%,-3%,0%,-1%,20,4%,3%,-4%,-8%,-1%,-1%
CCN(CC)S(=O)(=O)c1ccc(N/N=C(\C)c2ccc3c(c2)OCO3)c([N+](=O)[O-])c1,-19%,0%,-3%,-8%,-4,-25%,-10%,-1%,24%,-25%,1%
CNC[C@H]1Oc2ccc(NC(=O)Nc3ccccc3)cc2CC(=O)N([C@H](C)CO)C[C@H]1C,14%,4%,·,·,·,-1%,·,3%,15%,·,·
Cc1ccc2ncnc(Oc3ncccc3NC(=O)C(C)(C)C)c2c1,-12%,2%,0%,3%,0,4%,-8%,-2%,0%,0%,-3%
Cc1[nH]c2ccccc2c1/C=N/Nc1ccc(F)cc1F,·,?,?,22%,1,?,1%,2%,?,-21%,?
CC(NC(=O)C1CCN(C(=O)Nc2ccccc2)CC1)c1ccccc1 (centres undefined),5%,-7%,0%,-1%,3,-5%,·,-3%,4%,·,-3%
N#Cc1ccccc1CSC1=NCCS1,3%,-1%,-1%,1%,2,17%,-10%,-2%,10%,-3%,-9%

# A different layout for part of the listing above.
CCCCn1c(SCC(=O)NC2CC2)nc2ccccc2c1=O
  BRCA1 expr up: 0% | ELG1 genotoxic: 13% | Rab9 promoter act: 6% | NPC1 prom act: 1% | TRPV1 agonist: 10 | p53 reactivation: 7% | VP16 counter: -12% | Tb PFK inh: 0% | ELG1 DNA repair: ? | RORg inh: -2% | FLuc counter: 5%
COc1ccc(NC(=O)c2cccc(NC(=O)c3ccco3)c2)c(OC)c1
  BRCA1 expr up: -3% | ELG1 genotoxic: -18% | Rab9 promoter act: 12% | NPC1 prom act: 1% | TRPV1 agonist: 1 | p53 reactivation: -4% | VP16 counter: -3% | Tb PFK inh: 3% | ELG1 DNA repair: 18µM* | RORg inh: 30% | FLuc counter: ?
CC1CCCC(NC(=O)Cn2cc3c(n2)CCCCC3)C1C (centres undefined)
  BRCA1 expr up: 4% | ELG1 genotoxic: -3% | Rab9 promoter act: 0% | NPC1 prom act: -1% | TRPV1 agonist: 20 | p53 reactivation: 4% | VP16 counter: 3% | Tb PFK inh: -4% | ELG1 DNA repair: -8% | RORg inh: -1% | FLuc counter: -1%
CCN(CC)S(=O)(=O)c1ccc(N/N=C(\C)c2ccc3c(c2)OCO3)c([N+](=O)[O-])c1
  BRCA1 expr up: -19% | ELG1 genotoxic: 0% | Rab9 promoter act: -3% | NPC1 prom act: -8% | TRPV1 agonist: -4 | p53 reactivation: -25% | VP16 counter: -10% | Tb PFK inh: -1% | ELG1 DNA repair: 24% | RORg inh: -25% | FLuc counter: 1%
